Bioassay records as filed in PubChem.
C2C12 statin = suppressors of statin myotoxicity in C2C12 myotubes, primary screen, cell-based, single point, plate reader | 330,000 tested, 0.78% active | AID 602340, 2012 | C2C12 myotubes + simvastatin, ATP luminescence, 48 h; scaled: DMSO 0, geranylgeraniol control 100 | rescue of ATP level, % at 7.49 µM;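 active = mean ATP rescue above about 67%, or every replicate alone reaching that limit, limit read from the data, passing the limit was not always enough; inconclusive = no clear call, values can overlap the other calls; inactive = mean under the limit and some replicate under it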;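 note: myotubes were challenged with 10 µM simvastatin during compound exposure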
Cneo AK release = Cryptococcus neoformans cell lysis inducers, primary screen, AK release luminescence, single concentration | lysis activity, % at 15 µM | 360,000 tested, 0.2% active | C. neoformans lysis, adenylate kinase release luminescence, 4 h; normalised: neutral wells 0, clomiphene wells 100;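 active = mean lysis activity across replicates of at least 80%, whatever share of replicates individually reach that level; inactive = mean lysis activity below 80%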
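Material – log-phase Cryptococcus neoformans yeast cells · Input – 5 × 10^6 yeast cells/mL · Medium – fresh YPD growth medium · Doses – single compound concentration per well · Timing – static 4 h at 37 °C with compound, 1 h detection · Detection – adenylate kinase release luminescence · Read-out – signal increase indicating cell lysis · Control set – Clomiphene as positive lysis control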
S100A4 inh HTS = inhibitors of S100A4-myosin IIA peptide binding, primary screen, biochemical, fluorescence polarization, TAMRA-MyoIIA peptide | inhibition, % at 10.7 µM | 360,000 tested, 0.14% active | AID 652163, 2013;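 active = mean inhibition of at least 70% across replicates, with every replicate also reaching that level; inconclusive = mean inhibition reaches 70% but some replicates fall short; inactive = mean inhibition below 70%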
Target sequence (P26447 whole entry, looked up): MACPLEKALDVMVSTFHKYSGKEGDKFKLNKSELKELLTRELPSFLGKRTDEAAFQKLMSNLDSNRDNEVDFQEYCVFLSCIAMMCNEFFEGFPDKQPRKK
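Material: human S100A4 monomer with TAMRA-labelled myosin IIA peptide; buffer or medium: HEPES pH 7.2 with CaCl2, KCl, NaCl, DTT, Triton; compound dosing: one concentration per compound; schedule: 5 min incubation before reading; benchmarks: neutral control DMSO, positive control TFP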
SIRT5 block = SIRT5 desuccinylase inhibitors, primary screen, biochemical, fluorescence imaging, single point, set 5; NAD-dependent protein deacylase sirtuin-5, mitochondrial (Homo sapiens), Q9NXA8; Purified SirT5, succinyl-peptide AMC, trypsin-coupled fluorescence; inhibition, % at 15 µM; 330,000 tested, 1.1% active; AID 652115, 2013; in the data active = inhibition above about 15%; inconclusive = no clear call, values can overlap the other calls
Xi reactivation = activators of inactive X chromosome reactivation, primary screen, imaging, XiGFP fibroblasts, GFP high-content imaging, set 2; XiGFP mouse fibroblasts, % GFP-positive cells imaging, 3 d; cells co-treated with 5-aza-dC sensitizer; scaled so ellipticine positive control = 100%; activation, % at 7.58 µM; 360,000 tested, 0.055% active;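 active = mean normalized replicate activation at least 10% and every replicate at or above 10%; inconclusive = only one of the two criteria met; inactive = mean below 10% and not all replicates reach 10%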;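 note: 0% = median of on-plate neutral control wells and 100% = ellipticine 6 µM median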
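Assay system – SV40-immortalized XiGFP fibroblast cells, line 68-5-11 · Buffer or medium – DMEM supplemented with 5-aza-dC as sensitizing agent · Dosing – one concentration, pinned · Benchmarks – positive control ellipticine, 6 µM final · Times – 3 days compound exposure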
PGC1a acetyl inh = inhibitors of PGC1a acetylation signal, primary screen, cell-based, U2OS, AlphaScreen, inhibitor mode; AlphaScreen anti-acetyl-lysine; with virally co-expressed GCN5 acetyltransferase; AID 651687, 2012; inhibition, % at 15.6 µM; 350,000 tested, 0.17% active;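 active = every replicate shows inhibition of at least 40%; inconclusive = mean inhibition at least 40% but some replicate below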;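 note: 0% = neutral control wells and 100% = positive control wells; some results beyond the cut were filed as inactive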
ERAP1 inh = human ERAP1 aminopeptidase inhibitors, primary screen, biochemical, single point, plate reader | 340,000 tested, 0.15% active | inhibition, % at 10.7 µM | AID 652197, 2013 | recombinant ERAP1, Leu-AMC fluorescence, 60 min;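 active = mean replicate inhibition of at least 30%, or all replicates individually reaching that 30% level; inactive = mean below 30% and not every replicate reaching it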;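 note: 0% = neutral control wells and 100% = L-leucinethiol positive control wells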
Target sequence (Q9NZ08 whole entry, looked up): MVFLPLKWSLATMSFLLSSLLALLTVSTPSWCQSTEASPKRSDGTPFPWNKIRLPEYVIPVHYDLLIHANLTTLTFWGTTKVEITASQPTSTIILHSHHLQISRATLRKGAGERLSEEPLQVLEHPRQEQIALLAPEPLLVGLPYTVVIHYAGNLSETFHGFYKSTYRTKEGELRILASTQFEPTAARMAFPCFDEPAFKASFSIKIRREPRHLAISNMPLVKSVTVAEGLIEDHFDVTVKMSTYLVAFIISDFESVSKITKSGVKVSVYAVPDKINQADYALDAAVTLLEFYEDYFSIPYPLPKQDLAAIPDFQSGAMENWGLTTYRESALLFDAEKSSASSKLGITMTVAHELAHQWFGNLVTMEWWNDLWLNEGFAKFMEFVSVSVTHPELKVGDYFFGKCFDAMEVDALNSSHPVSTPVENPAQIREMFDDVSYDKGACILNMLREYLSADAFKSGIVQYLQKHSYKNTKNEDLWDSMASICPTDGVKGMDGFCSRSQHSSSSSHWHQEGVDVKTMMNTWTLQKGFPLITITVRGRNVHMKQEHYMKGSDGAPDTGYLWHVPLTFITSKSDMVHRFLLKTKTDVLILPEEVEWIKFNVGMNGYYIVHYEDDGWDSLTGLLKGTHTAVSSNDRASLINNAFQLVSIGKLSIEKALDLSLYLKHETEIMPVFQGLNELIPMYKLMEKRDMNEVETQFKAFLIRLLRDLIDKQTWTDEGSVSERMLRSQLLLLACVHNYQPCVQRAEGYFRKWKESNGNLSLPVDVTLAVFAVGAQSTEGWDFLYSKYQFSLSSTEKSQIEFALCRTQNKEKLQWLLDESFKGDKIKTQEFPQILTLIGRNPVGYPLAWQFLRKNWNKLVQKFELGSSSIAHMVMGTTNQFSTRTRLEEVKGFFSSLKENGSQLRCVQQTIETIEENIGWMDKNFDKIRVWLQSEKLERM
LGR2 inh = inhibitors of bursicon-induced LGR2 CRE-luciferase signal, primary screen, cell-based, HEK293, CRE-luciferase reporter, bursicon stimulation | inhibition, % at 9.99 µM | AID 720647, 2013 | 380,000 tested, 0.35% active | bursicon-stimulated, 4 h | Drosophila bursicon receptor LGR2 (rickets);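 active = drop in luminescence signal, shown as inhibition above about 50% in the replicate tests, limit read from the data, passing the limit was not always enough; inconclusive = probably only some replicates passing the limit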;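 note: agonist challenge used bursicon conditioned medium at about half maximal strength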
The depositor's hits bear a star; ? = inconclusive; nt = no result given. Only part of the results is shown, so the mix of outcomes need not match the whole.

SMILES | C2C12 statin | Cneo AK release | S100A4 inh HTS | SIRT5 block | Xi reactivation | PGC1a acetyl inh | ERAP1 inh | LGR2 inh
CCC(=O)Nc1ccc2c(c1)OC[C@H](C)N(C(=O)COC)C[C@H](C)[C@H](OC)CN(C)C2=O | -0.5 | 0.4 | 2.2 | -4.0 | 0.2 | -10.3 | -0.9 | -7.9
CC(=O)Nc1cccc(C(=O)OC2CCOC2=O)c1 (configuration not stated) | 4.9 | 0.2 | -2.0 | -0.9 | 0.5 | 7.8 | -1.4 | -17.0
COc1ccc(NC(=O)N[C@@H]2CC[C@@H](CC(=O)NC3CCCCC3)O[C@H]2CO)cc1 | -2.5 | -1.4 | 3.6 | -0.4 | 0.9 | 18.1 | -4.4 | -27.9
Cc1cccc[n+]1CC(=O)c1ccc2c(c1)OCCO2 | nt | nt | 6.6 | 2.6 | -0.1 | nt | -2.5 | 8.3
CCc1ccc(O)c(CNCCNCc2cc(CC)ccc2O)c1 | -55.3 | 0.0 | -3.9 | nt | 0.0 | 15.7 | -6.1 | 12.5
NC(=O)c1nsc(C(=O)N(c2ccccc2)C(C(=O)NCC2CCCO2)c2ccc(F)cc2)c1N (configuration not stated) | -2.0 | -0.6 | -0.2 | -2.0 | 0.0 | 9.0 | 1.2 | 6.9
COc1cccc(CNC(=O)CCCc2cn(C)c3ccccc23)c1 | -1.8 | -4.1 | -3.9 | -5.4 | -0.1 | -8.9 | 0.2 | 5.4
COc1ccc(CCNC(=O)CCC(=O)Nc2ccccc2[N+](=O)[O-])cc1OC | 2.1 | 1.5 | 2.5 | -2.3 | 0.0 | nt | -4.6 | -13.9
COc1cc(OC)cc(C(=O)NCC(=O)OCC(=O)Nc2cc(S(C)(=O)=O)ccc2Cl)c1 | 9.4 | 3.8 | -7.6 | -2.7 | -0.3 | 18.0 | nt | 0.2
C=CC[C@@H](CC(=O)N(CCO)Cc1ccccc1)C(=O)NC[C@H](OC(=O)[C@@H](CC=C)Cc1ccc(F)cc1)c1ccccc1 | -53.2 | -4.5 | 1.2 | nt | -0.3 | nt | nt | 2.6
Cc1nnc(SCC(=O)N2CCN(c3ccccc3F)CC2)n1C1CC1 | nt | nt | 7.2 | -1.7 | 0.1 | nt | 3.6 | -2.3
Nc1ccccc1-n1nc2ccc3ccccc3c2n1 | 10.4 | -5.4 | -3.3 | -9.0 | -0.1 | nt | -5.1 | 1.6
CCOC(=O)C1=CCN(S(=O)(=O)c2cccc(Cl)c2)C1c1cccc(F)c1 (configuration not stated) | -1.1 | 3.0 | 0.0 | 2.7 | 0.0 | -12.1 | -4.1 | -11.5
COc1ccc(-c2oc3ncn(Cc4ccco4)c(=N)c3c2-c2ccc(OC)cc2)cc1 | -18.0 | 1.3 | nt | nt | nt | 19.5 | nt | 22.1
O=C(C[C@@H]1CC[C@H](NC(=O)Cc2ccccn2)[C@@H](CO)O1)NCCc1ccncc1 | 6.2 | nt | nt | nt | 0.0 | 4.7 | nt | 0.7
O=C(c1cccs1)n1nc(-c2cccnc2)nc1NCc1ccco1 | -17.3 | 0.5 | 14.8 | -2.7 | 0.1 | -1.1 | nt | -12.1
C/C=C/c1ccc2c(c1)O[C@@H](CN(C)C(=O)NC(C)C)[C@H](C)CN([C@@H](C)CO)S2(=O)=O | 2.4 | -0.1 | 9.9 | -5.0 | 0.0 | -17.7 | -2.5 | 2.5
Cc1cnc(C(=O)NC(Cc2ccccc2)c2ccccc2)cn1 (configuration not stated) | -6.9 | 1.3 | 0.1 | -1.0 | 0.4 | -3.5 | -0.6 | 2.9
O=C(Nc1ccccc1)C(=O)Nc1ccc2c(c1)N(C(=O)C1CC1)CCC2 | nt | -8.6 | 19.9 | -1.5 | 0.3 | nt | 0.3 | -96.8
C[C@H](CO)N1C[C@H](C)[C@@H](CN(C)Cc2ccc(Cl)c(Cl)c2)Oc2c(NC(=O)c3cnccn3)cccc2C1=O | 21.5 | -0.7 | 11.2 | nt | 0.1 | 5.4 | 2.7 | -18.8
CC(C)NC(=O)N(C)C[C@@H]1Oc2ccc(NS(C)(=O)=O)cc2CC(=O)N([C@H](C)CO)C[C@H]1C | -18.2 | -1.2 | 7.3 | -3.6 | 0.1 | 4.5 | -0.4 | -4.3
OC[C@@H]1[C@@H](c2ccc(C#CC3(O)CCCC3)cc2)[C@H]2CN(Cc3ccccc3F)CCCCN12 | nt | -0.1 | -12.3 | 1.6 | 0.3 | 12.0 | 3.0 | 1.9
COc1ccc(NC(=O)N(C)C[C@H]2OCCCC[C@@H](C)Oc3ccc(NS(C)(=O)=O)cc3C(=O)N([C@@H](C)CO)C[C@H]2C)cc1 | nt | -1.1 | 4.1 | -0.7 | 0.0 | -0.7 | 1.9 | -4.1
O=C(O)CCC(=O)NNC(=O)CCC(=O)Nc1ccccc1 | nt | nt | -2.3 | -1.4 | 0.0 | 1.2 | -5.1 | 0.9
COC(=O)[C@@]12C[C@@H](CC(=O)N3CCN(C(=O)C4CC4)CC3)C(=O)N(Cc3ccco3)C1=CCC(C)(C)C2 | nt | nt | -1.9 | 0.3 | 0.0 | nt | -0.4 | -10.3
S=c1[nH]nc(Cn2cnc3ccccc32)n1-c1ccccc1 | 1.6 | -4.0 | 4.0 | -6.5 | -0.1 | 3.0 | -1.6 | -14.5
N#CC(C#N)=CN=c1ccn(Cc2ccc(Cl)cc2Cl)cc1 | -99.4 | 2.0 | 2.9 | 16.1* | 0.0 | -8.9 | 1.9 | 17.9
CC(C)(C)C(=O)Cn1ncc(Br)c(Br)c1=O | nt | nt | -4.7 | -0.9 | 2.8 | nt | -3.9 | 103.3*
CCc1nnc(NC(=O)CSc2nnc(CNC(=O)c3ccccc3F)n2C)s1 | 3.9 | 1.2 | -8.5 | -3.3 | 0.1 | -1.5 | -3.7 | -1.6
C[C@H](O)C#Cc1ccc2c(c1)O[C@@H](CN(C)C(=O)C1CCC1)[C@@H](C)CN([C@@H](C)CO)S2(=O)=O | 2.1 | 3.5 | 3.3 | -0.4 | 0.0 | 14.9 | 1.2 | -11.5
CC1(C)Cc2cccc(OCC(=O)N3CCN(c4cccc(Cl)c4)CC3)c2O1 | 1.1 | 0.0 | -16.5 | 0.6 | 0.0 | -8.1 | 1.4 | -0.4
Cc1ccc(S(=O)(=O)CCC(=O)OCC(=O)NCC(=O)Nc2cccc(C)c2C)cc1 | -3.0 | 8.0 | 5.8 | -2.4 | 0.1 | nt | -4.7 | -3.0
CCc1ccc(-c2nc(CSCC(=O)N3CCN(c4ncccn4)CC3)c(C)o2)cc1 | 5.2 | 2.5 | 11.8 | 4.1 | 0.2 | -5.6 | 2.0 | 4.4
CC(=O)Nc1ccc(S(=O)(=O)NCCSCc2cccc(Cl)c2)cc1 | nt | -2.3 | 0.2 | -1.5 | 0.1 | 9.3 | 1.3 | nt
CC1CCN(CCc2nc3cc(NC(=O)COc4ccc(Cl)cc4)ccc3n2C)CC1 | -17.7 | -5.2 | -2.1 | -3.7 | 0.0 | -0.8 | -0.4 | 1.8
CO[C@@H]1CN(C)C(=O)c2cc(NC(=O)C3CC3)ccc2OC[C@H](C)N(C(=O)C2CCCCC2)C[C@@H]1C | -5.7 | -2.9 | 4.0 | -1.5 | -0.4 | -11.0 | 3.2 | 15.0
O=C(Nc1cccc(S(=O)(=O)N2CCOCC2)c1)C1CC1 | -4.0 | 0.8 | -6.2 | 23.0* | 0.0 | -17.8 | 1.9 | 10.9
O=S(=O)(N[C@H]1CC[C@H](CCn2cc(C3(O)CCCC3)nn2)O[C@H]1CO)c1ccccc1 | 7.7 | 6.8 | -12.9 | -0.5 | -0.5 | 5.0 | -2.1 | 11.0
COc1cccc(C#Cc2ccc([C@H]3[C@@H](C#N)N(C(=O)c4ccccn4)[C@@H]3CO)cc2)c1 | 36.0 | -5.0 | 14.4 | 4.5 | 0.1 | -10.2 | -3.0 | 35.0
CCCNC(=O)Nc1ccc2c(c1)OC[C@H](C)N(C(=O)C1CCC1)C[C@H](C)[C@@H](OC)CN(C)C2=O | 2.7 | 58.7 | -7.2 | -2.1 | 0.2 | nt | 2.6 | -2.3
COc1ccc(COC[C@]23Oc4ccccc4[C@H]([C@H]2COC(=O)c2ccc([N+](=O)[O-])cc2)N(C(=O)CC(C)=O)C(=O)N3C)cc1 | nt | 48.6 | 6.0 | 6.7 | nt | 6.7 | 3.2 | nt
Cc1ccc(OC(=O)c2ccc([N+](=O)[O-])cc2Cl)cn1 | 18.1 | -4.6 | -8.1 | -6.8 | 0.0 | 1.4 | -1.0 | -9.8
COc1ccc(NC(=O)Nc2cccc3c2O[C@@H](CN(C)C(=O)Nc2cccc4ccccc24)[C@@H](C)CN([C@H](C)CO)C3=O)cc1 | ? | -3.5 | nt | nt | -0.2 | -6.0 | nt | -14.1
O=C(c1ccc2ncsc2c1)N1CCN(c2cccc(C(F)(F)F)c2)CC1 | -62.1 | 1.2 | 37.2 | -9.1 | 0.4 | -2.6 | -0.4 | 4.9
Nc1cc2c(cc1[N+](=O)[O-])OCCOCCOCCO2 | 1.5 | -1.8 | -6.7 | 1.0 | -0.1 | 14.4 | -0.3 | -8.6
O=C(C[C@@H]1CC[C@H]2[C@@H](COC[C@@H](O)CN2C(=O)Nc2cc(Cl)cc(Cl)c2)O1)N1CCCCC1 | -4.5 | -5.4 | 11.4 | -3.5 | 0.1 | -1.4 | 1.3 | -0.6

Shown tab-delimited: entries from further up.
structure	C2C12 statin	Cneo AK release	S100A4 inh HTS	SIRT5 block	Xi reactivation	PGC1a acetyl inh	ERAP1 inh	LGR2 inh
O=S(=O)(N[C@H]1CC[C@H](CCn2cc(C3(O)CCCC3)nn2)O[C@H]1CO)c1ccccc1	7.7	6.8	-12.9	-0.5	-0.5	5.0	-2.1	11.0
COc1cccc(C#Cc2ccc([C@H]3[C@@H](C#N)N(C(=O)c4ccccn4)[C@@H]3CO)cc2)c1	36.0	-5.0	14.4	4.5	0.1	-10.2	-3.0	35.0
CCCNC(=O)Nc1ccc2c(c1)OC[C@H](C)N(C(=O)C1CCC1)C[C@H](C)[C@@H](OC)CN(C)C2=O	2.7	58.7	-7.2	-2.1	0.2	nt	2.6	-2.3
COc1ccc(COC[C@]23Oc4ccccc4[C@H]([C@H]2COC(=O)c2ccc([N+](=O)[O-])cc2)N(C(=O)CC(C)=O)C(=O)N3C)cc1	nt	48.6	6.0	6.7	nt	6.7	3.2	nt
Cc1ccc(OC(=O)c2ccc([N+](=O)[O-])cc2Cl)cn1	18.1	-4.6	-8.1	-6.8	0.0	1.4	-1.0	-9.8
